# SENP8 inh = blocks human SENP8 cleavage of Nedd8 substrate; inhibition, % at 20 µM; recombinant SENP8, Nedd8 substrate fluorescence; Q96LD8; AID 602440; 0.64% of 360,000 active; in the data active means inhibition mostly above about 40%, no sharp cut-off; inactive means mostly below about 27%
# SENP7 inh = blocks the human protease SENP7. Q9BQF6. recombinant SENP7, Z-RLRGG-aminoluciferin luminescence, 40 min. inhibition, % at 5 µM. 1.5% of 330,000 active. AID 434973;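 active means inhibition above about 50% at the single test dose, limit read from the data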;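 further: plate controls were DMSO with enzyme for no effect and no enzyme buffer wells for full effect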
# SENP6 block = SENP6 protease inhibition; Q9GZR1; Recombinant SENP6 catalytic domain, aminoluciferin luminescence; inhibition, % at 10 µM; 1.8% of 330,000 active; AID 2599;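 active means inhibition above about 50% at the single tested dose, limit read from the data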;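 further: plate controls were DMSO wells with enzyme for no effect and DMSO wells lacking enzyme for full effect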
# Target sequence (Q9GZR1 628-1112 limits assumed): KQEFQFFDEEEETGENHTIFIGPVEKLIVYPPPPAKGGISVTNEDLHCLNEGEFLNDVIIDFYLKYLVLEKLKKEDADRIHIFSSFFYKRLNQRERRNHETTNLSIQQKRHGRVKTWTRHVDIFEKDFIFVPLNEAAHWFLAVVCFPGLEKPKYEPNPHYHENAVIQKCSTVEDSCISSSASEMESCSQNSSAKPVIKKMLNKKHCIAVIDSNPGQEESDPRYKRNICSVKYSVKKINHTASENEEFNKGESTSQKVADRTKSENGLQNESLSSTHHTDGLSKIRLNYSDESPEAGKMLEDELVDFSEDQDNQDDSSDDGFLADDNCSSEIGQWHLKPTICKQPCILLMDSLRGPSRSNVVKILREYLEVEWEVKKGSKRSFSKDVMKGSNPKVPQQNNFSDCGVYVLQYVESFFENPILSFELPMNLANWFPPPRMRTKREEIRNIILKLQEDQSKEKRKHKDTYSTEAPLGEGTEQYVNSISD
# ATG4B inhibitor = ATG4B (human) cysteine protease inhibition. inhibition, % at 8.33 µM. ATG4B cleavage of LC3-PLA2, NBD-HPC fluorescence, 1 h. AID 504462. 0.51% of 340,000 active; in the data active means inhibition above about 40%
# Target sequence (Q9Y4P1 whole entry, looked up): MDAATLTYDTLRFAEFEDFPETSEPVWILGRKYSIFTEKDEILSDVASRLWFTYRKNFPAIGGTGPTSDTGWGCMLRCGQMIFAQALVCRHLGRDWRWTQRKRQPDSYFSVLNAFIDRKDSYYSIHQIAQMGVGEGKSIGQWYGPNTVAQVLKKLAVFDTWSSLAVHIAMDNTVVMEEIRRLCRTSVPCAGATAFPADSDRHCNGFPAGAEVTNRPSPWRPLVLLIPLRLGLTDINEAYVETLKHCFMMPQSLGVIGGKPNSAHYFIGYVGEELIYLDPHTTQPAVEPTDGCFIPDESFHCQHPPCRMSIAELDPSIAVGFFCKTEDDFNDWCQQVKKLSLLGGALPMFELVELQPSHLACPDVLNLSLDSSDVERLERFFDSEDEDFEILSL
# MPTP block = inhibitors of mitochondrial permeability transition pore. isolated mouse mitochondria, Ca2+ swelling absorbance, 30 min. inhibition, % at 10 µM. 1.4% of 360,000 active. AID 602449;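 active means inhibition of 50% or more, scaled per plate between neutral and stimulator controls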;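 further: 0% = DMSO wells given calcium and 100% = 1 mM EGTA wells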
# HKDC1 inhibitor = HKDC1 (human) hexokinase inhibition | Q2TB90 | recombinant HKDC1, G6PDH/diaphorase resazurin coupled fluorescence | inhibition, % at 20 µM | 0.16% of 340,000 active | AID 493160;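 active means inhibition above about 35% when tested at 20 µM, limit read from the data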;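 further: plate controls were DMSO wells with enzyme for no effect and DMSO wells lacking enzyme for full effect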
#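 Test system: Recombinant HKDC1 (HK5) hexokinase enzyme, produced in-house | Input: HKDC1 at 5 µg/mL | Buffer or medium: Tris pH 8.0 buffer with MgCl2, Tween-20, BSA, BME | Schedule: 90 min reaction incubation at room temperature, dark | Technique: Resazurin-to-resorufin fluorescence via G6PDH and diaphorase coupling, 525/613 nm | Controls: DMSO wells with and without enzyme mix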
# GRIN3A LBD mod = NR3A (human) ligand-binding domain modulation | NR3A LBD differential scanning fluorimetry, Tm shift; 0% = protein alone, 100% = glycine-bound protein | 2.5% of 340,000 active | Tm shift relative to glycine control, % at 25 µM;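 active means melting temperature shift of at least 10% of the positive control shift, at one fixed dose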
# PfGluPho inh = PfG6PD (Plasmodium falciparum) enzyme inhibition; PfGluPho enzyme, NADPH resazurin-diaphorase fluorescence; inhibition, % at 20 µM; 0.78% of 350,000 active;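 active means inhibition reaching at least a set limit at 20 µM in the primary screen, cut at about 59% in these data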;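 further: 0% = DMSO wells with substrate and 100% = DMSO wells lacking glucose-6-phosphate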
# Starred values were filed as active, the others as inactive; · = not tested or not shown; & = joins results of further samples.
Compound	SENP8 inh	SENP7 inh	SENP6 block	ATG4B inhibitor	MPTP block	HKDC1 inhibitor	GRIN3A LBD mod	PfGluPho inh
CCc1nc(NCC2CCCN2CC)c2nnn(Cc3ccccc3F)c2n1 (stereo unspecified)	15	-8	0	0	1.0	3	0	1
COCCCNC(=O)c1cccc(C(=O)NCCCOC)c1	5	-19	-5	-2	0.2	-8	0	-14
CCOC(=O)c1c(C)[nH]c(C(=O)OCC(=O)N(C)CC(=O)Nc2ccccc2Cl)c1C	2	1	-16	-10	-0.7	-1	-1	3
C[C@H](CO)N1C[C@H](C)[C@@H](CN(C)C(=O)Nc2ccc3c(c2)OCO3)Oc2ccc(NC(=O)CCC(F)(F)F)cc2C1=O	13	-7	-5	0	-0.4	-1	-3	20
CCN(CC)C(=O)C1CC(c2ccc(OC)cc2)=NO1 (stereo unspecified)	10	1	-13	-2	-0.9	-17	-1	0
C#CCN(CC=C)C(=O)CCc1nnc(COc2ccccc2)o1	8	1	-3	-12	0.8	-10	-3	3
CCOC(=O)NC(NS(=O)(=O)c1ccccc1)(C(=O)OCC)C(F)(F)F (stereo unspecified)	19	0	14	-3	22	-9	-7	-8
CCOC(=O)Cc1csc(NS(=O)(=O)c2ccc3c4c(cccc24)C(=O)N3CC)n1	-88	-2	4	-8	-7.5	7	-4	-33
CN(c1ccc(OCC(=O)N2CCOCC2)cc1)S(=O)(=O)c1ccc(Cl)cc1	22	0	15	-4	0.2	-2	0	-12
CCOC(=O)Cn1nc(NC(=O)c2ccc3c(c2)OCO3)cc1C	10	6	-5	4	-0.4	-6	0	10
CCn1c(N2CCN(C(=S)NC)CC2)nc2ccccc21	22	1	-2	-4	-1.0	-9	-1	0
O=C(NC1CC1)C1CCCN(C(=O)Nc2ccc(F)cc2)C1 (stereo unspecified)	1	0	-8	3	-1.4	-7	-8	10
Cc1ccc2c(c1)C(=O)CCCCC(=O)N2	4	12	4	-6	-0.5	-4	2	-7
CCOc1ccc(NC(=O)CN(C)C(=O)COc2cccc3c2OC(C)(C)C3)cc1OCC	21	-3	-4	-4	-0.1	-3	1	-18
CSc1ncccc1C(=O)Nc1cccc(S(=O)(=O)N2CCOCC2)c1	2	-7	-6	-4	0.3	-8	2	3
O=[N+]([O-])c1ccc(N2CCCC2)nc1	12	4	8	-5	0.3	-4	-1	-9
CN1C(=O)C(C(=O)NC(C)(C)C)C2c3ccccc3OC13CCCCC23 (stereo unspecified)	27	-4	-9	-6	2.5	-4	-3	1
COc1cc(/C=N/Nc2nc3ccccc3[nH]c2=O)ccc1O	-11	-9	-5	2	-0.5	-11	-1	-6
Cc1nc2ccc(Br)cc2c2c1CC(CO)O2 (stereo unspecified)	14	0	20	-6	-0.8	3	1	-2
CC1(C)CC2(CCO1)OC(=O)CC2C(=O)NCCc1ccccc1 (stereo unspecified)	16	-3	4	2	-1.6	-1	-1	-11
Cc1ccc(S(=O)(=O)N2CCN(S(=O)(=O)N3CCOCC3)CC2)c(C)c1	7	-16	-7	-15	-0.3	-11	1	0
COc1ccc2c(c1)O[C@H]1c3ccc(O)cc3OC[C@@H]21	34	6	-19	-29	-1.2	-5	0	6
Cc1nnc(NC(=O)/C=C/c2ccco2)s1	-42	-7	-19	-7	-0.1	-6	-1	21
CC1(CCc2ccccc2)NC(=O)N(CC(=O)Nc2ccccc2)C1=O (stereo unspecified)	15	1	-25	-7	1.7	1	0	-1
CCN(CC)C(=O)CSc1nnc(-c2ccccn2)n1-c1ccccc1OC	27	3	1	-5	-0.8	-1	-4	10
C/C(N)=C(/C#N)C(=O)CSc1nc2ccc(C)cc2[nH]1	6	-9	17	4	-1.2	-5	1	3
COc1cc(C(=O)Nc2cccc(-c3nncn3C)c2)cc(OC)c1OC	12	-2	9	-4	2.0	-3	1	-10
O=C1C2C(c3cccc(/C=C/c4ccccc4)c3)CC=CC2C(c2ccc3ccccc3c2)N1Cc1ccccc1 (stereo unspecified)	-190	0	-13	-13	1.3	-1	3	-3
Cc1cnc(C(=O)OCC(=O)NCc2cccc(Cl)c2)cn1	6	-9	2	2	-0.3	-6	-2	-12
CCOc1ccc(N2C(=O)Nc3ccc(Br)cc3C2(O)C(=O)NCCCN(C)C)cc1 (stereo unspecified)	13	-2	16	12	0.3	-4	12*	3
CC1CC(C)CN(CCCNC(=O)Cn2ncc3c(=O)oc4ccccc4c32)C1 (stereo unspecified)	12	-15	1	-7	0.3	-7	-1	-2
CCN(CC)C(=O)CSc1nc(O)cc(=O)n1CC	13	2	11	12	0.3	-12	0	0
COc1ccccc1C(=O)Nc1ccnn1C1CCN(Cc2cnn(C)c2C)CC1	6	1	12	-7	-1.2	0	2	-8
COc1ccc(C(=O)NC(=S)Nc2cccnc2)cc1Cl	-2	2	-8	-1	-0.5	1	-2	-16
CCCCN(C(=O)CCC(=O)OCC(=O)NCc1ccccc1)c1c(N)n(CCC)c(=O)[nH]c1=O	4	-5	-2	5	0.6	1	0	-10
CC(=O)Nc1ccc(S(=O)(=O)c2cc(O)ccc2O)cc1	14	-7	-5	6	-0.5	12	3	8
COCCCNC(=S)NNC(=O)c1ccc(C(C)(C)C)cc1	6	8	8	-2	0.7	-4	-2	-10
O=c1[nH]c(=O)n(-c2cc(Br)c(O)c(Br)c2)cc1Br	15	-9	9	0	-0.4	3	0	16
O=C(COC(=O)CCc1ccccc1)NCc1ccccc1	8	-13	-11	-1	-1.4	-1	2	19
O=C(CN1CCC(Cc2ccccc2)CC1)NCCc1ccc(F)cc1	16	0	7	0	-0.3	-3	1	-19

# One compound at a time, as listed above. Order of values: SENP8 inh	SENP7 inh	SENP6 block	ATG4B inhibitor	MPTP block	HKDC1 inhibitor	GRIN3A LBD mod	PfGluPho inh
# Cc1ccc2c(c1)C(=O)CCCCC(=O)N2 across the screens: 4	12	4	-6	-0.5	-4	2	-7
# CCCCN(C(=O)CCC(=O)OCC(=O)NCc1ccccc1)c1c(N)n(CCC)c(=O)[nH]c1=O across the screens: 4	-5	-2	5	0.6	1	0	-10
# CC1(CCc2ccccc2)NC(=O)N(CC(=O)Nc2ccccc2)C1=O (stereo unspecified) across the screens: 15	1	-25	-7	1.7	1	0	-1

# (next part)
Compound	SENP8 inh	SENP7 inh	SENP6 block	ATG4B inhibitor	MPTP block	HKDC1 inhibitor	GRIN3A LBD mod	PfGluPho inh
N#Cc1ccccc1S(=O)(=O)N1CCN(CC(=O)NC(=O)NC2CCCCC2)CC1	12	-10	-3	5	-1.1	-5	0	-5
C[C@H](O)[C@@H]1C(=O)N2CCc3ccc(-c4cccc(F)c4)cc3[C@@H]2C[C@@H]1N(C)C(=O)Nc1ccccc1	-119	·	·	0	-0.4	15	-5	-12
CC1Cc2ccccc2N1C(=O)CCNS(=O)(=O)c1cccc2nsnc12 (stereo unspecified)	31	5	-7	3	1.4	4	0	26
COc1ccc(NC(=O)c2cc3sccc3n2Cc2ccc(F)cc2)cc1OC	15	11	7	-17	-1.9	4	-5	17
COc1ccccc1C(=O)NC(=S)/C=C1/N(C)c2ccccc2C1(C)C	-8	6	4	15	3.0	-8	-20	20
COc1ccc(C2/C=C\CN(C(=O)Oc3ccc(C(F)(F)F)cc3)CC(=O)N2Cc2ccc(F)cc2)cc1 (stereo unspecified)	6	2	-17	-3	-0.6	1	-4	18
Cc1ccc(C)c(NC(=O)C2C3CCCC2C3c2ccccc2)c1 (stereo unspecified)	26	0	8	-15	0.2	-3	1	-6
CCc1ccc(NS(=O)(=O)c2cc3c4c(c2)CCN4C(=O)CC3)cc1	-1	-2	1	-1	-1.5	-5	2	-5
CSc1ccccc1OCc1cc(C(=O)N2CCN(C)C(c3ccccc3)C2)no1 (stereo unspecified)	5	4	-9	18	2.0	9	1	2
CCc1ccc2nc(NC(=O)Cn3cnc4ccccc4c3=O)sc2c1	-11	5	-46	-6	0.4	-3	0	5
Cc1ccccc1CN(C)CCc1ccccn1	3	0	8	12	-1.0	8	-1	-22
Cc1ccc(-c2cc(C(F)(F)F)c(C#N)c(SCCC#N)n2)o1	-278	-7	-5	-9	2.6	-6	-6	9
CC(C)Cc1nnc(NC(=O)CCC(=O)Nc2ccccc2)s1	16	1	9	-6	-0.2	-1	-2	0
COc1ccccc1C(=O)NNC(=S)NC(=O)c1cccs1	14	-11	-12	·	1.8	·	·	·
COc1ccccc1-c1cc(C(=O)Nc2sc3c(c2C#N)CCC(C)C3)c2ccccc2n1 (stereo unspecified)	-48	-8	-16	2	-0.8	4	4	-14
CSc1ncccc1C(=O)N(C)CC(=O)Nc1ccc(Cl)c(C(F)(F)F)c1	8	-3	3	-10	-0.5	6	-1	12
CC(C)CNC(=O)c1cccc(NC(=O)C(C)C)c1	10	-4	-22	-3	-0.7	-5	0	-9
O=C(CSc1nc2c(c(C(F)(F)F)n1)CCc1ccccc1-2)NCc1ccc(F)cc1	-14	2	-6	11	9.5	5	-33	0
CN1C(C(=O)Nc2ccccn2)=C(O)c2ccccc2S1(=O)=O	-14	3&2	-1&-12	5	·	0	0	-6
CC(C)COc1ccccc1C(=O)NC(CO)C(=O)O (stereo unspecified)	12	-9	7	4	-0.2	3	-2	3
CCCc1cnc(NCCNCC(O)COc2ccc(Cl)c(Cl)c2)nc1 (stereo unspecified)	12	3	-45	8	-1.1	-3	-5	8
O=C(CSc1nc2c(sc3ccccc32)c(=O)n1CCCN1CCCC1)NCC1CCCO1 (stereo unspecified)	-198	-7	-3	-12	-1.0	3	3	7
O=C(Nc1ccc2c(c1)CCC2)c1cc(S(=O)(=O)N2CCN(c3ccccc3)CC2)ccc1Cl	16	-7	-9	-12	2.3	7	-1	-5
COc1cccc(C(=O)NC2CCN(CC(=O)Nc3nccs3)CC2)c1	18	7	-10	-6	-0.8	-6	1	-1
Cc1ccc(SC(C)C(=O)Nc2ccncc2)cc1 (stereo unspecified)	2	10	-2	-10	38	-5	1	9
Nn1cnnc1SCC(=O)Nc1ccc2c(c1)OCO2	18	3	7	-5	0.3	5	1	-5
CCNC(=O)OCC(CC)NC(=O)OCC(C)C (stereo unspecified)	27	5	11	-11	-6.0	3	-1	-15
Cc1ccc(OCCNS(=O)(=O)c2cccs2)cc1	0	-1	2	-9	2.8	2	0	0
Cc1cc(CSc2ccccc2)ccc1NC(=O)c1ccc(CN2CCOCC2)cc1	19	-3	-19	-10	2.1	-10	-1	26
Cc1cc(C)n2nc(C(=O)Nc3nnc(C4CC4)s3)nc2n1	29	-5	15	-6	3.4	-3	-1	-24
COc1ccc(S(=O)(=O)N2CCN(c3ccccc3OC)CC2)cc1	10	-4	-1	10	0.5	2	2	-17
CCOc1ccc(-n2c(-c3ccc(Br)cc3)c[n+]3c2CCCCC3)cc1	12	-1	-3	1	-4.2	-5	0	-8
Cc1cccc(/C=C2\Sc3ccc(C(=O)NCC4CCCO4)cc3N(C)C2=O)c1 (stereo unspecified)	-45	-8	-7	4	-0.1	-3	-8	1
COc1ccc([N+](=O)[O-])cc1NC(=O)CCCOc1ccccc1	9	4	1	-4	2.0	-5	-1	13
CCOC(=O)C1(Cc2ccc(O)cc2)NC(c2ccccc2F)C2C(=O)N(C)C(=O)C21 (stereo unspecified)	9	0	-3	-10	-1.2	-4	0	-2
CCN(CC(=O)NCc1cccs1)S(=O)(=O)c1ccc([N+](=O)[O-])cc1	28	2	9	-3	0.5	-3	0	-17
O=c1c2[nH]c3cccc(Cl)c3c2ncn1Cc1ccncc1	-36	-8	-15	-7	-4.8	2	0	-5
COC(=O)N/N=C/c1cc(C)n(-c2ccccc2)c1C	-16	4	-4	1	0.3	-4	-1	-6
